OPRM1-OPRD1 ag – OPRM1-OPRD1 heterodimerization agonism. hit rate 0.3% among 340,000. activation, % at 9.3 µM. cells, luminescence; in the data active means activation above about 18%;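 further: 0% = vehicle-treated cells and 100% = reference agonist; values of inactives mirror those of a sister screen read the other way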
Mot1-301 SUMO – inhibitors of SUMOylation pathway: yeast Mot1-301 growth rescue. S. cerevisiae Mot1-301 growth rescue, ATP luminescence, 38.5C; percent above DMSO median, 100 means doubled. growth rescue, % at 18.8 µM. hit rate 1% among 320,000;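 active means every valid replicate shows activation above 250% relative to neutral control wells; inactive means the rest, any valid replicate at or below 250%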;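 further: OY570 slx delta 5 strain wells were the positive control but not used for scaling; some compounds called inactive have numbers as strong as hits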
HTR5A inv ag – counter-screen for OPRM1-OPRD1 inverse agonists: human HTR5A inverse agonism. P47898. HTR5A cell line, luminescence. inhibition, % at 9.3 µM. hit rate 0.083% among 340,000. AID 504634; in the data active means inhibition mostly above about 23%, no sharp cut-off; inactive means mostly below about 18%;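 further: 0% = cells with DMSO and 100% = no-cell wells with DMSO; some compounds called inactive have numbers as strong as hits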
HTR5A ag – activates human HTR5A in OPRM1-OPRD1 agonist counter-screen | AID 504692 | activation, % at 9.3 µM | HTR5A agonist assay, luminescence, cell-based | hit rate 0.61% among 340,000; in the data active means activation mostly above about 9.5%, no sharp cut-off; inactive means mostly below about 7.6%;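 further: 0% = cells with vehicle only and 100% = reference agonist; strong numbers were not always called active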
Ecoli viability – bacterial growth inhibition, counter-screen for AddAB inhibitors; inhibition, % at 11.9 µM; hit rate 0.27% among 330,000; E. coli V3065 growth, OD600 absorbance, 18 h;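 active means inhibition above the campaign's mean inhibition across all tested compounds plus 3 SD, cut at about 9.9% in these data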;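 further: uninfected addAB+ strain grown without phage in ampicillin broth; 0% = DMSO wells and 100% = ciprofloxacin 0.95 µg/ml wells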
PKA-R1A act – PKA-R1A complex activation; P00514+P68181; PKA-R1A dissociation, Cy5-IP20 fluorescence polarization; scaled: DMSO 0%, 113 µM cGMP 100%; activation, % at 11.4 µM; hit rate 0.083% among 340,000; AID 504707;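 active means percent activation above the mean of all tested compounds plus 3 SD, cut at about 19% in these data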;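 further: higher means more PKAc released from R1A so a rise in polarization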
MOR-DOR inv ag – inverse agonists of human mu-delta opioid receptor heterodimerization; P35372+P41143; cell-based MOR-DOR heterodimer luminescence, inverse agonism; inhibition, % at 9.3 µM; hit rate 0.21% among 340,000; AID 504357; in the data active means inhibition above about 22%, passing the limit was not always enough;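 further: 0% = cells with DMSO and 100% = wells without cells with DMSO; values of inactives mirror those of a sister screen read the other way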
AddAB inh – less growth of phage-infected E. coli with AddAB | E. coli expressing H. pylori AddAB, absorbance growth | inhibition, % at 11.9 µM | hit rate 0.29% among 330,000 | AID 435030; in the data active means inhibition above about 12%;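 further: 0% = vehicle wells of infected cells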
PfHsp90 yeast 2 – inhibits growth of yeast expressing Plasmodium falciparum Hsp90. S. cerevisiae expressing PfHsp90, BacTiter-Glo ATP, 48 h; yeast lacking PDR1 and PDR3 efflux regulators. inhibition, % at 9.4 µM. hit rate 0.32% among 310,000;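 active means every replicate shows inhibition above about 80%, whatever the replicate mean, limit read from the data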;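 further: 0% = DMSO neutral controls and 100% = 20 µM radicicol positive controls; yeast relying on Plasmodium falciparum Hsp90 in place of its own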
Pemphigus Ab inh – human desmoglein-3 autoantibody binding inhibition; P32926; DSG3-coupled beads, scFv-anti-DSG3-GFP binding, flow cytometry; active compounds read low; binding (percent of control), % at 10 µM; hit rate 0.48% among 310,000; AID 588358;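 active means binding more than 3 SD below its plate's average and above zero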;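 further: hits lower antibody fragment binding to DSG3; some compounds called inactive have numbers as strong as hits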
Target sequence (P32926 whole entry, looked up, the tested form may be a part): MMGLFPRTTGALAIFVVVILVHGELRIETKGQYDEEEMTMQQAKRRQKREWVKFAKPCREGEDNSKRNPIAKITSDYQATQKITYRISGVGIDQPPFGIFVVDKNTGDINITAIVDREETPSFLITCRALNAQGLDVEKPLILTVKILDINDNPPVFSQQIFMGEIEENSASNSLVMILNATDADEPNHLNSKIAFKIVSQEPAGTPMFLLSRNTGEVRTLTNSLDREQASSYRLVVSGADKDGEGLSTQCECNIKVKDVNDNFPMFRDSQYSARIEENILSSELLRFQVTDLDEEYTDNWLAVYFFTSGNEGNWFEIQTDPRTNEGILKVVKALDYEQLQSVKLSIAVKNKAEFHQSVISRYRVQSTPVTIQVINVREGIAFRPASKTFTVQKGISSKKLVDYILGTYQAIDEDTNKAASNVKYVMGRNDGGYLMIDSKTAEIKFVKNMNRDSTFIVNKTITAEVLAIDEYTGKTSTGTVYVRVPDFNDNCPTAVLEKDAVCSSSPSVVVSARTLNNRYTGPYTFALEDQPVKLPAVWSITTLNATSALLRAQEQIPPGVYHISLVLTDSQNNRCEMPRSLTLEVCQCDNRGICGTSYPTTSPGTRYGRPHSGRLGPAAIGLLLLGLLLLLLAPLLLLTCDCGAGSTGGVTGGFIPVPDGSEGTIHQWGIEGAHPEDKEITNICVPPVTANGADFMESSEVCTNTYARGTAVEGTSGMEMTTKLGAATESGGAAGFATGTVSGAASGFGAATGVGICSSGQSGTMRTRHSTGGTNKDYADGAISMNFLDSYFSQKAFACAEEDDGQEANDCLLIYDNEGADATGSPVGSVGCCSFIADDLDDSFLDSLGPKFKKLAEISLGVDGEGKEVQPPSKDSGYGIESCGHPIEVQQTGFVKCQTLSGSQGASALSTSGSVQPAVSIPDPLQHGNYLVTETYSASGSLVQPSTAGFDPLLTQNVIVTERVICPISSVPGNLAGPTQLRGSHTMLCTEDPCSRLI
phage Ecoli inh – E. coli growth loss with phage present; growth absorbance; inhibition, % at 11.9 µM; hit rate 0.26% among 360,000; in the data active means inhibition above about 11%
The depositor's hits bear a star; · = no result given.

Values run as follows: OPRM1-OPRD1 ag	Mot1-301 SUMO	HTR5A inv ag	HTR5A ag	Ecoli viability	PKA-R1A act	MOR-DOR inv ag	AddAB inh	PfHsp90 yeast 2	Pemphigus Ab inh	phage Ecoli inh
> CC(=O)c1c(C)[nH]c(C(=O)CSc2nc3ccccc3c(=O)n2CCCO)c1C
    -4.7	-22	29	2	3.9	-6	24	-0.3	6	101	3.0
> COc1cc(CCC(=O)OCC(N)=O)cc(OC)c1OC
    -2.5	-2	-23	-2	0.2	-4	12	0.3	·	114	1.6
> O=C(CN1CCN(c2ccccc2)CC1)Nc1cccc(C(F)(F)F)c1
    4.2	21	-14	1	-2.2	-2	-25	-0.9	-3	96	2.1
> CC1(C)C(=O)N(c2ccccc2F)C(=O)c2ccccc21
    -0.9	-5	11	-4	-0.4	-3	5	1.7	25	112	-2.7
> CCCCN1C(=O)NC(c2cccc([N+](=O)[O-])c2)C(C(=O)OCC)=C1C (stereo unspecified)
    -0.4	-14	-3	0	0.9	-4	2	2.1	19	120	1.6
> Oc1csc(Cc2nc(-c3ccc(Br)cc3)cs2)n1
    -0.7	14	-1	0	0.7	-1	4	2.5	5	102	2.6
> CN(C)C(CNC(=O)c1ccc([N+](=O)[O-])cc1Cl)c1ccco1 (stereo unspecified)
    6.1	3	-3	1	-1.4	10	-34	3.2	-4	100	-0.6
> Cc1nc(NC(=O)CSc2ccc(-c3nc4ccccc4[nH]3)cn2)sc1C
    6.2	-6	-21	17*	-2.3	-8	-42	0.3	-12	102	2.2
> COc1ccc(N2CCN(C3CCCN(C(=O)c4cccc(C)n4)C3)CC2)cc1 (stereo unspecified)
    0.7	-8	-6	3	1.4	-4	-4	1.8	-14	97	-2.3
> O=C(COc1ccc(F)cc1)NNC(=O)Cn1ccc(C(F)(F)F)n1
    -1.0	-2	6	-3	3.7	5	4	2.5	10	99	0.9
> O=C(O)c1cccc(Nc2nc(N3CCOCC3)nc(N3CCOCC3)n2)c1
    -1.4	5	-11	0	-2.3	1	8	3.1	17	97	2.6
> CS(=O)(=O)c1ccc2nc(NC(=O)Nc3cccc(Cl)c3)sc2c1
    7.2	2	-8	3	3.4	-1	-43	5.3	·	98	8.4
> COc1ccc(C[C@@H]2OC3(C=CC(=O)C=C3)O[C@H]2Cc2ccc(OC)cc2)cc1
    -7.5	·	9	-2	·	-11	39*	·	32	85	·
> CC1CCC(NC(=O)COC(=O)c2ccc3ncsc3c2)CC1 (stereo unspecified)
    -0.4	19	10	4	1.4	3	2	0.1	·	97	0.0
> CCn1c(SCC(=O)c2cc(C)n(CC3CCCO3)c2C)nc2ccccc21 (stereo unspecified)
    0.5	288	-6	-1	0.6	-3	-3	1.2	10	110	3.9
> NC(=O)CSc1nnc(COc2ccc3ccccc3c2)o1
    -2.6	10	-6	12	·	4	13	·	25	100	1.2
> Cc1noc(C)c1COc1ccccc1C(=O)N1CCN(S(=O)(=O)c2ccccc2C#N)CC1
    -3.6	·	14	2	·	-3	14	·	33	106	1.0
> Cc1ccc(-n2[nH]c(C)c(C=Nc3ccc(C)cn3)c2=O)cc1
    -1.0	-14	12	3	0.6	1	6	3.7	21	102	2.0
> CN1CCN(c2ccc(NC(=O)c3ccc(Oc4ccccc4)cc3)cc2)CC1
    1.1	102	-8	3	-0.1	-10	-9	2.7	20	117	1.3
> Cn1cnnc1SCC(=O)n1c2ccccc2c2ccccc21
    -2.0	259	13	0	0.7	-5	8	0.1	-34	111	1.8

3 compounds already listed, arranged by molecular weight, lowest first:
Values run as follows: OPRM1-OPRD1 ag	Mot1-301 SUMO	HTR5A inv ag	HTR5A ag	Ecoli viability	PKA-R1A act	MOR-DOR inv ag	AddAB inh	PfHsp90 yeast 2	Pemphigus Ab inh	phage Ecoli inh
> CC1(C)C(=O)N(c2ccccc2F)C(=O)c2ccccc21
    -0.9	-5	11	-4	-0.4	-3	5	1.7	25	112	-2.7
> Cn1cnnc1SCC(=O)n1c2ccccc2c2ccccc21
    -2.0	259	13	0	0.7	-5	8	0.1	-34	111	1.8
> COc1ccc(C[C@@H]2OC3(C=CC(=O)C=C3)O[C@H]2Cc2ccc(OC)cc2)cc1
    -7.5	·	9	-2	·	-11	39*	·	32	85	·

Remaining list, next part
Values run as follows: OPRM1-OPRD1 ag	Mot1-301 SUMO	HTR5A inv ag	HTR5A ag	Ecoli viability	PKA-R1A act	MOR-DOR inv ag	AddAB inh	PfHsp90 yeast 2	Pemphigus Ab inh	phage Ecoli inh
> CC1(CCc2ccccc2)NC(=O)N(CC(=O)N2CC(=O)Nc3ccccc32)C1=O (stereo unspecified)
    -3.6	-12	-10	-4	-1.2	4	19	-2.6	27	101	1.0
> O=C(COc1ncnc2ccccc12)c1ccc2c(c1)OCCO2
    -1.6	-18	-15	5	1.4	-3	9	-0.8	15	98	2.0
> Cc1c(CC(C)C)nc(N)c(C#N)c1-c1ccccc1
    2.9	12	13	-8	1.5	-9	-16	2.0	-22	108	1.6
> COCn1c(C(O)c2ccccc2)cc2ccccc21 (stereo unspecified)
    0.0	137	4	-1	·	-3	0	·	-8	102	1.7
> O=C(COC(=O)CNC(=O)c1ccc(Cl)c([N+](=O)[O-])c1)NCC1CCCO1 (stereo unspecified)
    -3.7	-4	10	-2	-0.7	-4	15	2.7	·	98	1.7
> Cn1cccc1C(=O)OCc1ccc(F)cc1
    0.7	2	-25	-1	1.8	8	-4	2.0	7	104	-0.5
> CCN1CCN(c2ccc(NC(=O)c3ccc(Br)o3)cc2)CC1
    -1.9	·	-2	-2	·	-3	10	·	28	108	2.8
> O=C(NCCOc1ccccc1)c1cccc(S(=O)(=O)NCc2ccccc2)c1
    0.1	104	5	-3	3.0	4	0	-1.0	-34	97	3.2
> COc1cccc2c1C(=O)CC1C2CCC2CC(=O)CCC21C (stereo unspecified)
    -1.7	-3	3	-2	0.2	18	9	1.9	-12	111	-4.3
> COc1ccc(CN(C)C(=O)COC(=O)c2ccc(-c3ccccc3)cc2)c(OC)c1OC
    2.0	·	-9	1	·	5	-13	·	-14	101	2.4
> CN(Cc1nc2ccccc2n1C)S(C)(=O)=O
    -1.2	-22	-7	-1	-0.1	-6	6	3.3	12	102	1.2
> CC(C)(C)NC(=O)COC(=O)c1ccc(S(=O)(=O)N2CCCCCC2)cc1
    -1.9	26	-7	1	-1.1	4	11	0.1	14	103	1.0
> O=C(c1ccc(Cl)cc1)C1CCN(C(=O)NC2CCCCC2)CC1
    0.3	5	-12	-1	-0.2	-3	-2	1.7	14	97	-0.2
> CN(C)C(=S)NC(=O)C(c1ccccc1)c1ccccc1
    1.0	-2	0	0	-0.6	1	-6	0.5	17	-12*	4.2
> c1csc(C2Nc3cccc4cccc(c34)N2)c1
    3.9	-18	-48	6	-1.8	3	-23	0.9	-5	79	1.3
> CCc1nn(CCCC(=O)N2CCC(C)CC2)c(=O)c2cc3occc3n12
    -3.8	-1	-37	3	2.1	-16	19	1.1	-2	105	4.9
> COc1ccc([N+](=O)[O-])cc1NC(=O)c1cccnc1
    0.1	-2	16	-4	1.3	-5	-1	3.5	17	100	2.8
> CNC(=O)CCn1nc(-c2ccc(C)cc2)c2ccccc2c1=O
    -4.4	-8	6	-2	-0.3	1	21	0.5	-23	108	·
> CCOc1ccc(NC(=O)CC(NCc2ccccn2)C(=O)O)cc1 (stereo unspecified)
    -2.2	-15	2	-1	-1.7	10	12	-0.3	16	98	3.9
> C/C(=N/NS(=O)(=O)c1ccc(C(C)C)cc1)c1ccncc1
    -2.6	40	-13	3	·	-4	9	·	-9	110	0.5

Values run as follows: OPRM1-OPRD1 ag	Mot1-301 SUMO	HTR5A inv ag	HTR5A ag	Ecoli viability	PKA-R1A act	MOR-DOR inv ag	AddAB inh	PfHsp90 yeast 2	Pemphigus Ab inh	phage Ecoli inh
> Cc1ccccc1NS(=O)(=O)c1ccc(N2CCCC2=O)cc1
    -1.3	-5	-17	0	1.5	3	6	0.7	-4	101	1.2
> O=C(COC(=O)c1cc([N+](=O)[O-])ccc1NCc1ccccc1)NCc1ccccc1Cl
    0.7	8	18	4	1.0	-5	-3	0.9	-11	·	2.8
> CCN1C(=O)CC(c2ccccc2)CC1=O
    -0.6	115	-10	3	3.2	-8	4	3.1	5	104	4.3
> Cn1cccc1/C=C1\SC(=S)N(NC(=O)c2ccccc2O)C1=O
    -1.7	304	12	1	2.3	-8	9	1.1	9	71	1.4
> O=C(NC1CC1)C1=C[C@H](c2c[nH]c3ccccc23)C[C@H](OCCCCO)O1
    0.9	10	-10	4	-1.1	-13	-5	0.2	1	113	0.6
> CN(C)CCCNC(NC(=O)c1cccs1)C(Cl)(Cl)Cl (stereo unspecified)
    -2.8	37	4	2	2.3	-8	15	2.6	-1	121	3.4
> Cc1ccc(Cn2nc(C)c(NC(=O)CSc3nc4c(c(C(F)(F)F)n3)CCc3ccccc3-4)c2C)cc1
    -0.7	0	6	-2	-0.2	6	4	-1.3	-8	103	5.0

In the list so far, these have an aryl thioether with sulfur outside any ring:
Values run as follows: OPRM1-OPRD1 ag	Mot1-301 SUMO	HTR5A inv ag	HTR5A ag	Ecoli viability	PKA-R1A act	MOR-DOR inv ag	AddAB inh	PfHsp90 yeast 2	Pemphigus Ab inh	phage Ecoli inh
> CC(=O)c1c(C)[nH]c(C(=O)CSc2nc3ccccc3c(=O)n2CCCO)c1C
    -4.7	-22	29	2	3.9	-6	24	-0.3	6	101	3.0
> Cc1nc(NC(=O)CSc2ccc(-c3nc4ccccc4[nH]3)cn2)sc1C
    6.2	-6	-21	17*	-2.3	-8	-42	0.3	-12	102	2.2
> CCn1c(SCC(=O)c2cc(C)n(CC3CCCO3)c2C)nc2ccccc21 (stereo unspecified)
    0.5	288	-6	-1	0.6	-3	-3	1.2	10	110	3.9
> NC(=O)CSc1nnc(COc2ccc3ccccc3c2)o1
    -2.6	10	-6	12	·	4	13	·	25	100	1.2
> Cn1cnnc1SCC(=O)n1c2ccccc2c2ccccc21
    -2.0	259	13	0	0.7	-5	8	0.1	-34	111	1.8
> Cc1ccc(Cn2nc(C)c(NC(=O)CSc3nc4c(c(C(F)(F)F)n3)CCc3ccccc3-4)c2C)cc1
    -0.7	0	6	-2	-0.2	6	4	-1.3	-8	103	5.0

An unsorted share of the library; 3.2% or so of the library scored in one or more.
